From PubChem
aDG glyco act – alpha-DG glycosylation activation; Pro5-aDG cells, alpha-DG glycosylation AlphaScreen (IIH6); 0% Pro5, 100% B10-LARGE cell signal; activation, % at 10 µM; 360,000 compounds, 0.22% hits; AID 624168;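 active = activation of at least 8% versus controls, or a plate z-score of at least 8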;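 note: Pro5 are CHO cells carrying HIG-tagged alpha-DG that lacks glycosylation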
Vif imaging – HIV Vif inhibition; HEK293T cells, Vif self-association by quenched fluorescence, imaging, 24 h; inhibition, % at 7.49 µM; 340,000 compounds, 0.35% hits; AID 602346; in the data active = inhibition above about 50%, passing the limit was not always enough; inconclusive = no clear call, values can overlap the other calls; inactive = below about 31%; note: some results filed as inactive read as strong as hits
Cardio protect – myocardial damage modulation in H9c2 cells. H9c2 cardiomyocytes, H2O2 injury protection, ATPLite, 2 h. protection from H2O2 cell death, % at 20 µM. 360,000 compounds, 0.63% hits;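 active = compounds giving at least 50% protection of heart cells from peroxide-induced death in the single-dose screen, raw or plate-pattern-corrected value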;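 note: 0% = DMSO wells with peroxide and 100% = DMSO wells without peroxide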
ABCB6 inh 2 – inhibitors of human ABC transporter ABCB6 | 360,000 compounds, 0.19% hits | fluorescence ratio to DMSO, % at 10 µM | AID 602162 | K562-ABCB6 porphyrin accumulation, flow cytometry, 1 h; stronger effect = lower value | Q9NP58;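 active = fluorescence ratio to DMSO below 75%, the collection mean minus 3 SD; inconclusive = too few cells collected in the well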;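 note: signal is porphyrin accumulated inside mitochondria; 100% equals median channel fluorescence of DMSO control wells; lower ratio means ABCB6 inhibition with less porphyrin fluorescence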
CaV13 ICDI inh – Disruptors of the CACNA1D IQ motif to Ca2+-dependent inactivation inhibitor domain association, primary screening, Förster resonance energy transfer in intact living …; HEK cells, CFP/YFP FRET ICDI-IQ, plate reader, 10 min; percent FRET-ratio fall versus neutral wells; inhibition, % at 12.3 µM; 340,000 compounds, 0.098% hits;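 active = mean replicate inhibition of at least 30% and at least 1% of replicates passing that level; inconclusive = only one of the two criteria is met; inactive = neither criterion is met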;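 note: 0% = median of the neutral control wells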
N-glyco inh – N-linked glycosylation inhibition; D54 ERlucT glycosylation luciferase reporter, 24 h; percent of 100 nM tunicamycin response; reporter increase, % at 12.5 µM; 360,000 compounds, 0.23% hits;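 active = mean luciferase reporter signal, scaled so untreated is 0 and the glycosylation-blocking control 100, at or above a set limit in every replicate; inconclusive = mean reaches the limit but not every replicate does; inactive = mean below the limit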;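 note: luciferase carries N-glycosylation sites so blocking glycosylation raises the light; 0% = median of neutral control wells and 100% = median of 100 nM tunicamycin wells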
hiPSC survival – hiPSC single-cell survival enhancement; ATPlite luminescence; 100% = ROCK inhibitor wells, 0% = DMSO; survival enhancement, % at 20 µM; 360,000 compounds, 0.044% hits; in the data active = survival enhancement above about 18%;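 note: cells exposed to compounds for 16 hours before the ATP read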
Exocytosis inh – blocks lytic granule exocytosis; TALL-104 LAMP-1 surface exposure, flow cytometry; cells stimulated with thapsigargin and PMA; inhibition, % at 10 µM; 360,000 compounds, 0.66% hits;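 active = inhibition above about 55%, limit read from the data; inconclusive = no clear call, values can overlap the other calls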
m5-HT2A agonist – agonists of mouse serotonin 5-HT2A receptor (HTR2A); P35363; CHO-K1 mHTR2A beta-arrestin complementation, luminescence; percent of 30 µM serotonin response; activation, % at 7.6 µM; 360,000 compounds, 0.66% hits;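 active = activation above a run cutoff, the mean activation of all tested compounds plus 3 SD, cut at about 14% in these data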;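 note: 0% = plate median of compound wells and 100% = 30 µM serotonin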
Target sequence (P35363 whole entry, looked up): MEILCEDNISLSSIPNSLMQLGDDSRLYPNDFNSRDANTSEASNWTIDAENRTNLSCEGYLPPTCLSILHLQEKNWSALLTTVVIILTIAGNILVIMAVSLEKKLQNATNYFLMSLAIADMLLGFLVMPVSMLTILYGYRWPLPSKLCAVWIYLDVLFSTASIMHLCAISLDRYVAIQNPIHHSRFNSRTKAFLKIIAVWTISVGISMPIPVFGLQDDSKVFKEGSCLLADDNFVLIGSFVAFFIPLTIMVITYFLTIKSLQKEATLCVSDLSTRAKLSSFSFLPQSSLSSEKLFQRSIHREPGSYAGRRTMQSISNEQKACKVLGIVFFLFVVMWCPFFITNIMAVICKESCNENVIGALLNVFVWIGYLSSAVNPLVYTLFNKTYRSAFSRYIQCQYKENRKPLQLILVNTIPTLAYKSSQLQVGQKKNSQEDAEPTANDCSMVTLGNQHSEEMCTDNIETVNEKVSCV
PDI turbidity – blocks human protein disulfide isomerase activity; PDI insulin aggregation turbidity, A650, 90 min; inhibition, % at 10 µM; 350,000 compounds, 0.052% hits; AID 588391;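 active = mean inhibition across replicates of 30% or more, whatever share of single replicates reach that level; inconclusive = mean inhibition below 30% while every single replicate reaches 30%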;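 note: absorbance from insulin aggregation driven by PDI reduction with DTT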
Target sequence (P07237 whole entry, looked up): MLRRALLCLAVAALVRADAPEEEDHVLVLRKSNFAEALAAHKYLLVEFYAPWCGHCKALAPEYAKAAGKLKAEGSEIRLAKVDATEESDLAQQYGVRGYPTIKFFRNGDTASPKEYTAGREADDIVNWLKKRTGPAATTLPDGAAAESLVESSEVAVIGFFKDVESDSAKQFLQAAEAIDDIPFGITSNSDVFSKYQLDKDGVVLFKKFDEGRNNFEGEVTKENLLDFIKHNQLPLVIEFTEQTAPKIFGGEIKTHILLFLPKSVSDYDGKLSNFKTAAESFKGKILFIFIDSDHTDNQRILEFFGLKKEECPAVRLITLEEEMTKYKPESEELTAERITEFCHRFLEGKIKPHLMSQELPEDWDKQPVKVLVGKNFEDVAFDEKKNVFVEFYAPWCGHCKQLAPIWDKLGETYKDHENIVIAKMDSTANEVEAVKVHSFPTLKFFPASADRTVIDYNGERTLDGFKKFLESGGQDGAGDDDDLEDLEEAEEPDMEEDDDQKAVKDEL
* hit, by the source's call; ? = inconclusive; nt = no result given.

SMILES	aDG glyco act	Vif imaging	Cardio protect	ABCB6 inh 2	CaV13 ICDI inh	N-glyco inh	hiPSC survival	Exocytosis inh	m5-HT2A agonist	PDI turbidity
OC1(c2ccc(Br)cc2)CCN(Cc2cccc(Br)c2)CC1	0.0	2	-3	98	-19	-1	0.2	46	-7	-3
Cc1cccc(N/N=C(\C#N)S(=O)(=O)C(C)(C)C)c1	0.8	0	-12	94	-6	-1	0.5	9	6	1
CCCc1nc2ccccc2c(=O)n1CC(=O)c1ccc(OC)cc1	0.0	nt	0	85	-3	-1	3.7	12	-3	3
COC(=O)CCN(C1CCCCC1)S(=O)(=O)c1ccc(S(=O)(=O)NC2CCCCC2)cc1	0.6	-5	2	103	-4	-5	-1.0	0	-6	-3
COc1ccc(NC(=O)CN(C)C(=O)c2cccc(S(=O)(=O)N3CCN(c4ccccc4)CC3)c2)cc1	0.8	-20	-12	98	-4	-5	0.0	-2	-7	9
Cc1ccc(NC(=S)Nc2ccc(Br)cc2)cc1	0.0	1	-2	102	-5	1	-2.4	12	7	3
Cc1noc(C)c1COC(=O)c1ccc(S(=O)(=O)NCc2ccco2)cc1	0.1	5	-24	96	-1	0	1.4	-1	-2	-7
Cn1nccc1C(=O)Nc1ccn(C23CC4CC(CC(C4)C2)C3)n1	1.7	2	-13	97	-4	-3	-2.1	5	12	0
CCCCNC(=O)C[C@@H]1C[C@@]2(C(=O)OC)CC(C)(C)CC=C2N(CCc2ccc(OC)c(OC)c2)C1=O	0.0	nt	nt	nt	-6	nt	nt	-2	1	nt
COc1cccc(CN(C)C(=O)c2ccc3c(=O)n4c(nc3c2)CCC4)c1OC	-0.3	1	11	97	-6	-2	-0.4	12	8	-3
CCc1ccccc1-n1nnnc1SCC(=O)Nc1ccc(N2CCN(C)CC2)cc1	0.8	-3	0	102	-2	3	1.4	4	-6	-3
Cc1csc2nc(O)c(C(=O)NCc3ccc4c(c3)OCO4)c(=O)n12	0.2	-5	-8	102	-3	3	-0.5	6	-1	-14
CC(C)(C)OC(=O)NC1CCN(S(=O)(=O)c2ccc3c(c2)OCCO3)CC1	0.0	-9	-14	100	-2	1	0.0	-3	-2	nt
C=C1CCN([C@@H](CC(C)C)C(=O)N2CCOCC2)S(=O)(=O)c2ccccc21	0.3	-2	3	95	-11	1	-1.3	-3	-3	2
O=C1CCCN1c1ccc(S(=O)(=O)Oc2ccc(Cl)cc2)cc1[N+](=O)[O-]	1.6	9	-32	96	-5	-2	-1.2	-1	-3	-3
CCn1c(CNC(=O)c2cccc(C)c2)nnc1SCC(=O)N1CCOCC1	0.1	2	6	107	-8	1	0.0	4	-2	-6
COc1ccc(OC)c(S(=O)(=O)Nc2cccc(-c3ccc(N4CCCCCC4)nn3)c2)c1	0.1	14	-5	101	-7	-2	0.4	2	8	-1
COc1ccccc1CNC(=O)c1ccc(CS(=O)(=O)c2ccccc2OC)o1	-0.1	1	1	97	-4	-1	1.8	-1	2	-3
Nc1ccn(C2CSC(CO)O2)c(=O)n1 (centres undefined)	-0.3	nt	nt	101	-11	nt	1.8	-6	1	nt
CCN(CC(=O)Nc1c(F)cccc1F)C(=O)CSCC(=O)Nc1cc(C)on1	-0.1	-8	2	93	-5	0	-0.3	8	-5	-2
COc1cccc(C(=O)Nc2ccc(N3CCN(Cc4ccccc4)CC3)cc2)c1	2.8	-11	-11	95	-3	-7	0.4	-2	-4	4
CCc1nc(N[C@@H](Cc2c[nH]c3ccccc23)C(=O)O)c2oc3ccccc3c2n1	-0.1	9	-3	97	-5	0	0.7	0	3	18
COc1ccc(C(=O)NNC(=S)NC(=O)c2ccco2)cc1	0.0	?	6	104	-4	-1	-2.6	0	1	-1
CSc1nc2ccc(S(=O)(=O)N3CCc4ccccc43)cc2s1	0.9	-5	-10	97	-6	1	1.6	-2	-4	-1
CC(C)CCNC(=O)NC(=O)CSc1nnc2ccccn12	-0.2	-6	10	101	nt	5	1.9	-1	2	-5
COc1ccc(CCNC(=O)c2c(O)c3c([nH]c2=O)CCCC3)cc1	-0.1	14	-21	87	nt	1	-1.0	-2	11	-4
c1ccc(Cn2c(SCc3cn4cccnc4n3)nnc2-c2ccco2)cc1	0.0	8	13	100	-6	2	-2.2	-4	-1	1
N#Cc1nc(-c2ccc(F)cc2)oc1N1CCCC1	0.0	-1	4	97	0	0	3.1	-3	0	17
CCOC(=O)C1=C(COC(=O)CSc2ccc(C)cc2C)NC(=O)NC1C (centres undefined)	0.1	-2	1	98	-5	0	0.5	9	2	4
CCc1ccc(CN(C)C(=O)C2CCC(=O)N(Cc3ccccn3)C2)cc1 (centres undefined)	-0.1	-1	-2	94	-2	-1	0.3	-3	-7	-8
C(=C\c1ccccc1)/CSc1nnc(-c2cccnc2)n1Cc1ccco1	0.2	12	3	96	-5	-1	1.3	-1	1	1
O=C(COc1ccc(Cl)cc1)OCC(=O)N1CCCc2ccccc21	-0.1	3	-2	97	-15	2	0.6	0	-4	-5
COc1ccc2c(CC(=O)NNC(=O)c3ccc(O)cc3)coc2c1	2.5	7	6	95	-4	1	-2.0	2	5	1
O=C1c2ccccc2C(=O)N1CCc1c[nH]c2ccc(O)cc12	2.5	8	3	103	1	2	0.4	-2	18*	5
CCOc1cc(C(=O)NCCCNC(=O)c2cc(OCC)c(OCC)c(OCC)c2)cc(OCC)c1OCC	0.1	0	0	101	-16	-2	-0.3	-7	2	6
Cc1cc(C)nc(NC(=S)Nc2ccccc2)n1	0.0	-12	-11	96	-19	1	2.6	-2	5	1
COc1ccc(N(C)C(=O)c2oc(=O)c3ccccc3c2-c2ccc(C)cc2)c(OC)c1	-0.1	-5	1	97	4	-4	0.2	24	-3	-2
CN1CCN(S(=O)(=O)c2cccc(C(=O)Nc3sccc3C#N)c2)CC1	8.2*	11	11	98	-7	2	-0.4	0	-5	-4
COc1cccc(NC(=O)C2C3C=CC4(O3)C2C(=O)N(CCCN2CCCC(C)C2)C4C(=O)NC2CCCCC2C)c1 (centres undefined)	0.1	?	3	96	-3	1	-0.5	-10	6	5
Cc1ccccc1Nc1nc(-c2sc(NC(=O)c3ccco3)nc2C)cs1	0.3	-3	1	102	-8	1	-0.3	0	19*	-4
O=C1Cc2ccccc2C(=O)N1c1cccc(Cl)c1	1.5	25	9	98	-7	2	-0.2	-6	11	-1
COc1cccc(NC(=O)CN(C)C(=O)c2ccc(S(=O)(=O)Nc3ccccc3F)cc2)c1	-0.3	2	1	97	-6	2	-0.1	-3	1	3
O=C(Nc1ccccc1C(=O)NC(Cc1c[nH]c2ccccc12)C(=O)O)c1ccco1 (centres undefined)	-0.1	nt	1	99	-6	4	4.3	0	-3	-17
Cc1ccc(-c2nc(CS(=O)CC(=O)N3CCN(c4ncccn4)CC3)c(C)o2)cc1 (centres undefined)	0.1	nt	-1	108	-7	6	-1.6	2	0	nt
Nc1ncnc2c1ncn2[C@@H]1O[C@H](CCC(=O)NCc2ccccc2)[C@@H](O)[C@H]1O	-0.5	5	10	98	-6	2	-1.2	-1	-4	nt
O=C(NCc1ccco1)C1CCCN1C(=O)Nc1ccccc1 (centres undefined)	-0.2	7	-4	97	-1	2	0.3	2	-1	-4
O=C(Oc1cc2oc(=O)c3c(c2cc1Cl)CCCC3)c1ccco1	-0.2	4	-10	96	-4	3	0.9	1	7	2
CC(CN1CCCC1)OC(=O)c1ccc(F)cc1 (centres undefined)	0.0	6	0	103	-2	1	-0.4	5	3	1
S=c1[nH]nc(C2CCCCC2)n1/N=C/c1cccc(Cl)c1Cl	-0.1	-3	-14	81	-4	-2	0.3	-6	1	8
CC(OC(=O)CCc1cc(C(C)(C)C)c(O)c(C(C)(C)C)c1)C(=O)NC1CC1 (centres undefined)	0.0	-8	3	101	-5	-2	0.6	17	-4	4
O=C(N/N=C/c1c(F)cccc1Cl)C(=O)N1CCCCCC1	-0.1	2	4	100	-5	1	0.0	-1	8	0
CC1(C)CC(=O)C(N=Nc2ccc(C(F)(F)F)cc2[N+](=O)[O-])=C(O)C1	0.1	20	-1	101	-1	3	-0.3	-1	10	1
COc1cc(NC(=O)Cn2nc(-c3ccc(F)cc3)ccc2=O)ccc1-n1cnnn1	0.0	0	5	99	2	3	1.2	-4	3	1
COc1ccc(C(=O)n2cc(C(=O)c3cc(C)ccc3O)cn2)cc1OC	0.1	1	-13	100	-15	-6	0.1	-3	-1	7
N#CC1(NC(=O)CN2C(=O)NC3(CCCCCC3)C2=O)CCCCC1	-0.2	20	2	92	-5	0	2.4	0	14	10
Cc1nc2ccccc2c(=O)n1-c1ccc(NS(=O)(=O)c2ccc(F)cc2)cc1	-0.2	5	10	97	-6	0	-0.1	2	-2	11
COc1ccc(-c2nn(-c3ccccc3)cc2CNC(C)Cn2cncn2)c(F)c1 (centres undefined)	1.3	1	-3	97	1	1	-0.4	0	3	9
CC(C)C[C@@H](COCc1ccc(Cl)cc1)N1CCN(C(=O)c2ccc(C(F)(F)F)cc2)CCC1=O	0.1	nt	nt	98	-4	nt	-0.3	-3	-5	nt
CC(=O)N1CCC(=NNc2nc3ccccc3[nH]2)CC1	-0.2	2	10	94	2	-1	0.5	-1	-3	1
Cc1ccc(-c2nnc(CCC(=O)N(C)Cc3nccs3)o2)s1	-0.2	1	-11	102	-3	1	-0.2	-4	2	-2

Additional structures.
SMILES	aDG glyco act	Vif imaging	Cardio protect	ABCB6 inh 2	CaV13 ICDI inh	N-glyco inh	hiPSC survival	Exocytosis inh	m5-HT2A agonist	PDI turbidity
COc1ccc(CCNC(=O)CCCn2c(=O)c3cccn3c3cccnc32)c(OC)c1	1.1	17	6	102	-7	0	-0.7	3	4	-6
CSc1ncccc1C(=O)N1CCCC(N2CCN(c3ccccc3F)CC2)C1 (centres undefined)	0.3	-6	4	91	-6	1	0.3	-4	-3	3
Cc1ccc(OCC(=O)N(Cc2ccc(N(C)C)cc2)C2CCS(=O)(=O)C2)cc1C (centres undefined)	-0.3	7	5	95	-2	-3	0.4	7	-2	-5
CCCn1cc(CN2CCC(n3nccc3NC(=O)c3ccccc3)CC2)c(C)n1	-0.2	-4	-1	98	-6	3	-0.4	-12	1	4
CC1(C)Cc2c(sc(NC(=O)C(C)(C)C)c2C#N)C(C)(C)N1	-0.5	-14	-1	88	-5	-2	5.8	2	1	5
CN(CC(=O)Nc1ccccc1Cl)CC(=O)N1CCc2ccccc21	0.0	18	-2	95	-4	-2	0.4	-1	-5	-10
COc1ccc(S(=O)(=O)NC2(C(F)(F)F)NC(=O)N(CCc3ccc(OC)c(OC)c3)C2=O)cc1 (centres undefined)	0.0	4	-1	78	-2	3	-0.2	0	3	1
CCN(CC)CCCNC(=O)C1c2ccccc2Oc2ccccc21	-0.2	-6	10	88	-6	-4	0.1	-1	9	2
CCOCCCNS(=O)(=O)c1ccccc1	0.2	-1	2	88	-8	-1	2.6	-1	0	-1
O=C(Nc1ccc(SC(F)F)cc1)C1=CC=CN2CCS(=O)(=O)N=C12	-0.3	-8	6	95	-18	-4	1.6	3	-1	-2
COc1ccc(CN(C)C(=O)Cc2c[nH]c3ccccc23)cc1	0.1	-1	6	94	-19	-2	0.4	7	10	-1
